# EWS-Fli block – EWS/Fli-driven NR0B1 reporter inhibitors, primary screen, A673 cells, NR0B1 luciferase, luminescence, MLPCN library | AID 651661, 2012 | viability-normalised | inhibition, % at 12.6 µM | 350,000 compounds, 0.67% hits;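 active = mean inhibition of at least 50% after viability correction, with every replicate also passing that limit; inconclusive = mean reaches 50% but only one of two replicates passes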;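 also: firefly luciferase signal divided by Alamar Blue viability fluorescence both relative to DMSO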
# F508del corr – F508del CFTR correction, initial screen, CFBE line, single point. 350,000 compounds, 0.36% hits. activity (quench increase), % at 7.58 µM. AID 720511, 2013. CFBE cells, YFP halide quenching; stimulated with forskolin plus potentiator P3; % fluorescence drop versus neutral controls;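 active = mean added fluorescence quench of at least 8% versus neutral control, with both replicates also reaching 8%; inconclusive = only one of the mean or replicate conditions met; inactive = mean below 8% and not both replicates reaching 8%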;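 also: cells transiently co-express mutant CFTR-F508del with the halide-sensitive YFP; corrector assay measuring rescue of mutant channel to the surface after 24 h compound exposure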
# DENV2 CPE rescue – inhibitors of DENV2 cytopathic effect, primary screen, cell-based, plate reader, single concentration; DENV2-infected cells, cytopathic effect rescue; CPE inhibition, % at 9.99 µM; 350,000 compounds, 1.7% hits; AID 651640, 2012; in the data active = CPE inhibition above about 20%, passing the limit was not always enough; inconclusive = no clear call, values can overlap the other calls; tested in BHK-21 cells;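 also: 0% = median of neutral control wells and 100% = median of positive control wells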
# INS-1E GSIS act – GLuc luminescence reporter in INS-1E cells, primary screen for activators of glucose-dependent secretion of insulin. 370,000 compounds, 0.61% hits. activation, % at 16.6 µM. AID 743287, 2014. INS-1E GLuc reporter insulin secretion, 2-3 h;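 active = lowest replicate activation of at least 40%, so every replicate reaches that level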;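 also: 0% = median of neutral control wells and 100% = median of IBMX positive control wells; some compounds called inactive have numbers as strong as hits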
# miR122 inh – miR-122 Renilla sensor signal increase in Huh7, primary screen, miR-122 inhibitor project, cell-based, single point, plate reader; 340,000 compounds, 0.3% hits; activation (reporter increase), % at 12.5 µM; Huh7 miR-122 Renilla luciferase sensor, 48 h; neutral wells = 0, positive control = 100;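 active = mean replicate activation score at least 90 and every replicate individually at or above 90; inconclusive = only one of the two criteria met; inactive = neither criterion met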;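 also: higher luciferase means less miR-122 activity so hits act as miR-122 inhibitors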
# FN deposition inh – inhibitors of fibronectin matrix deposition, primary screen, AH1F cells, Alexa488-fibronectin fluorescence, plate reader. 350,000 compounds, 0.086% hits. AH1F fibroblasts, overnight. inhibition, % at 12.6 µM;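 active = mean inhibition across replicates of 30% or more, regardless of how many single replicates reach that level; inconclusive = mean under 30% yet at least half of replicates reach 30%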;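 also: positive control wells lacked labelled fibronectin entirely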
#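 material = AH1F fibroblast monolayer depositing Alexa488-labelled fibronectin into matrix | amount = 10000 AH1F cells/well | buffer or medium = DMEM plus 2% serum, read in PBS | incubation = 1 h cell adhesion before compound, then overnight fibronectin incubation | detection = fluorescence at 485 nm excitation, 525 nm emission | evaluation = percent inhibition as loss of matrix-bound fibronectin fluorescence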
# PAX8 inh HTS – inhibitors of PAX8-driven TPO luciferase reporter, primary screen, RMG-I cells, single concentration | SteadyGlo, 24 h | inhibition, % at 12.6 µM | 360,000 compounds, 1.2% hits;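 active = mean replicate inhibition at least 60% with every replicate also reaching 60%; inconclusive = only one of the two criteria is met; inactive = mean below 60% and not all replicates reaching 60%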;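 also: luciferase light reporting Pax8 driven TPO promoter activity; plate controls were median of neutral control wells for no effect and mitoxantrone controls for full effect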
# Active calls of the source: *; ? = inconclusive; nt = not tested or not shown; [ ] = remark or other dose.
1) Nn1c(SCc2ccccc2)nnc1C1CCCCC1
2) COC(=O)c1noc(C)c1-c1ccnn1C(=O)c1ccc(C)cc1
3) CN(C)/C=C(/C(=O)c1ccccc1)n1cncn1
4) C=C1[C@@H](OC(C)=O)C=C[C@@]2(C)C=CC(=O)[C@@](C)(OC(C)=O)[C@@H]2[C@@H](OC(C)=O)[C@]2(O)[C@@H](C)C(=O)O[C@H]2[C@H]1Cl
5) COC(=O)c1cc2c(c3c4cc(F)ccc4n(S(=O)(=O)c4cccc(C)c4)c13)C(=O)N(C)C2
6) Cc1cccc(NC(=O)N2CCN(Cc3ccc4c(c3)OCO4)CC2)c1C
7) COC(=O)c1ccc(C(=O)OC)c(NC(=O)COc2ccccc2OC)c1
8) CCN1C(Nc2ccccc2)=NC[C@@H]1CC(C)C
assay / entry,1,2,3,4,5,6,7,8
EWS-Fli block,-24,16,7,-3,7,8,nt,-1
F508del corr,0.6,1.1,-1.9,-2.0,-0.3,0.6,nt,-0.5
DENV2 CPE rescue,0,2,10,2,-3,6,nt,22*
INS-1E GSIS act,-1,15,10,-8,nt,10,nt,0
miR122 inh,-4,-2,nt,-1,nt,nt,-2,-3
FN deposition inh,2,7,0,nt,1,-1,6,-8
PAX8 inh HTS,-31,0,-4,nt,5,12,-1,0

9) CC(C)(C)NC(=O)C(c1cccs1)N(C(=O)c1csnn1)c1cccc(F)c1 (stereo not drawn)
10) O=C(CS(=O)c1ccc(Br)cc1)N1CCOCC1 (stereo not drawn)
11) O=C(Nc1ccc(S(=O)(=O)N2CCc3ccccc3C2)cc1)C1CCCO1 (stereo not drawn)
12) CCC(CC)c1nnc(NC(=O)CC(C)c2ccccc2)s1 (stereo not drawn)
13) CCC(=O)Nc1ccc2c(c1)C(=O)N(C)[C@H]1CC[C@H](CC(=O)NCC3CCCCC3)O[C@@H]1CO2
14) CC(=O)N1[C@H](CO)[C@H](c2ccccc2)C12CN(C(=O)c1cnccn1)C2
15) CS(=O)(=O)N1[C@@H]2Cn3c(ccc(C4=CCCC4)c3=O)[C@H]1[C@@H](C(=O)N1CCCCC1)[C@@H]2CO
16) COc1cccc(S(=O)(=O)N[C@H]2CC[C@H](CC(=O)NCc3ccc(Cl)cc3)O[C@@H]2CO)c1
assay / entry,9,10,11,12,13,14,15,16
EWS-Fli block,-3,10,15,-4,1,-3,-3,-6
F508del corr,2.6,-2.0,-1.6,-0.6,-1.7,1.0,-1.6,0.6
DENV2 CPE rescue,-7,-2,1,13,-2,-7,4,6
INS-1E GSIS act,-2,0,-7,-17,4,2,18,11
miR122 inh,nt,5,7,-4,4[16.7 µM],nt,-3[16.7 µM],nt
FN deposition inh,1,-1,nt,-3,-12,nt,nt,5
PAX8 inh HTS,14,17,nt,2,8,nt,-5,9

17) O=C(c1ccc(Oc2ccccc2)cc1)C1CCCN(C(=O)c2cnccn2)C1 (stereo not drawn)
18) CC1(C)CC(=O)C(C=Nc2cc(C(=O)c3ccccc3)ccc2N)=C(O)C1
19) CCN(CC)C(=O)NC1CC2CCCC(C1)N2Cc1ccccc1 (stereo not drawn)
20) C=CCN(C(=O)c1csnn1)C(C(=O)NC1CCCC1)c1c(F)cccc1Cl (stereo not drawn)
21) CCCCn1c(N)c(N(CCC(C)C)C(=O)c2c(C)noc2C)c(=O)[nH]c1=O
22) CC(Nc1nc(-c2ccccc2O)nc2ccccc12)c1ccccc1 (stereo not drawn)
23) CO[C@@H]1CC[C@H]2CCN(C)C(=O)[C@H](C)N(C)C(=O)c3cc(C#N)ccc3OC[C@@H]1O2
24) N#C[C@H]1[C@@H](c2ccc(C3=CCCC3)cc2)[C@@H](CO)N1C(=O)Nc1ccccc1F
assay / entry,17,18,19,20,21,22,23,24
EWS-Fli block,2,8,nt,8,-9,20,-1,-10
F508del corr,-4.3,-1.1,nt,-0.3,-5.8,6.7,nt,0.8
DENV2 CPE rescue,-3,nt,nt,-4,-14,5,3,3
INS-1E GSIS act,-22,-5,23,-13,22,16,4,0
miR122 inh,3,nt,5,2,nt,9,nt,nt
FN deposition inh,6,-19,-2,5,nt,1,-11,-3
PAX8 inh HTS,13,-18,8,-19,-5,3,-10,-5

25) CCOCCOC(=O)c1cccc(NC(=O)OCC)c1
26) COC1CCN(C(=O)c2ccc(OC3CCN(CCc4ccccc4)CC3)cc2)CC1
27) O=C(Cn1c(=O)[nH]c2ccccc2c1=O)Nc1ccc2c(c1)OCCO2
28) COc1ccc(COC(=O)C2=C(C)NC(=O)NC2c2cccc(Br)c2)cc1 (stereo not drawn)
29) CN(Cc1ccccc1)C(=O)CN1C(=O)NC(C)(c2ccc(C(C)(C)C)cc2)C1=O (stereo not drawn)
30) O=[N+]([O-])c1ccc(C=NN2CCCCCC2)cc1
31) CCOC(=O)N1CCN(CC(=O)Nc2nc3ccc(OC)cc3s2)CC1
32) Cc1ccc(CSc2ccc(C(=O)N3CCOCC3)cc2[N+](=O)[O-])cc1
assay / entry,25,26,27,28,29,30,31,32
EWS-Fli block,nt,9,nt,14,6,-68,2,-6
F508del corr,nt,-2.6,1.8,-1.7,1.2,-1.1,1.2,-0.5
DENV2 CPE rescue,nt,0,5,-1,2,?,-4,15
INS-1E GSIS act,nt,-5,7,-10,-23,nt,-5,12
miR122 inh,-13,0,3,-6,-2,-9,-5,nt
FN deposition inh,1,-8,-4,16,-6,-3,4,nt
PAX8 inh HTS,-24,11,16,-8,7,-260,-6,7

33) Cc1cccc(OCCCN2C(=O)C(=O)c3cc(C)ccc32)c1
34) CC(OC(=O)CCc1ccccc1)C(=O)Nc1ccc(Cl)cn1 (stereo not drawn)
35) CNC(=S)N1CCc2cc(OC)c(OC)cc2C1COc1ccc(OC)cc1 (stereo not drawn)
36) O=C(NC1CCC1)[C@H]1[C@H](CO)[C@H]2Cn3c(ccc(-c4ccncc4)c3=O)[C@H]2N1CCc1ccccc1
37) CCN(CC)C(=O)CCc1nnc(CCc2c[nH]c3ccccc23)o1
38) CCOc1ccc(C(=O)C(C)OC(=O)Cn2cnc3c2c(=O)n(C)c(=O)n3C)cc1 (stereo not drawn)
39) CN(C)CC(=O)N1CC(=O)N2[C@@H](CO)[C@H](c3ccc(-c4ccc(C#N)cc4)cc3)[C@@H]2C1
40) CCOC(=O)C(NC(=O)CC)(Nc1ccc(S(=O)(=O)Nc2ncccn2)cc1)C(F)(F)F (stereo not drawn)
assay / entry,33,34,35,36,37,38,39,40
EWS-Fli block,27,2,20,1,10,-10,-2,nt
F508del corr,0.1,4.9,0.2,1.1,0.9,-2.5,0.6,nt
DENV2 CPE rescue,-4,1,nt,-4,nt,-4,-3,nt
INS-1E GSIS act,-54,-13,-26,-4,6,0,-1,nt
miR122 inh,42,6,nt,nt,nt,nt,nt,-8
FN deposition inh,-2,0,1,nt,5,-3,nt,-23
PAX8 inh HTS,7,-2,-2,10,4,-16,-13,0

41) Cc1ccc(C(C(=O)NCc2ccc(F)cc2)N(Cc2ccco2)C(=O)c2snc(C(N)=O)c2N)o1 (stereo not drawn)
42) COCCNC(=O)C(c1ccc(C)cc1)N(C(=O)CCC(=O)Nc1ccccn1)c1ccc(F)cc1 (stereo not drawn)
43) Cc1ccc(C(C)C)c(OCC(=O)Nc2ccc3c(c2)nc(CCN2CCCCC2)n3C)c1
44) COc1ccc(CN(C)C[C@H]2OCCCC[C@H](C)Oc3ccc(NC(=O)Cc4ccccc4)cc3C(=O)N([C@H](C)CO)C[C@H]2C)cc1
45) NC(=O)c1ccsc1NC(=O)CSc1ccccc1F
46) CCCCOc1ccc(C(=O)N/C(=C\c2cccc([N+](=O)[O-])c2)C(=O)OCc2ccco2)cc1
47) Nc1ccn(Cc2ccccc2F)n1
48) C=CCNC(=O)c1c(C(F)(F)F)nn(C)c1Cl
assay / entry,41,42,43,44,45,46,47,48
EWS-Fli block,6,-4,?,-9,-111,14,9,-3
F508del corr,4.3,1.6,3.8,1.4,-2.1,nt,4.3,0.2
DENV2 CPE rescue,-8,14,3,8,2,1,5,-4
INS-1E GSIS act,-18,1,17,-16,11,-5,-6,12
miR122 inh,2,-4,nt,-1[16.7 µM],nt,-3,nt,5
FN deposition inh,-5,6,7,nt,nt,-3,nt,-14
PAX8 inh HTS,19,10,83*,0,nt,2,-9,8

49) CC(C)C#Cc1cnc2c(c1)C(=O)N([C@@H](C)CO)C[C@@H](C)[C@H](CN(C)C(=O)c1ccc3c(c1)OCO3)O2
50) COc1cccc(CNC(=O)CCCc2nnc3n(C)c(=O)c4sccc4n23)c1
51) COc1ccc(NC(=O)N(C)C[C@H]2OCCCC[C@@H](C)Oc3ccc(NS(=O)(=O)c4cn(C)cn4)cc3C(=O)N([C@H](C)CO)C[C@@H]2C)cc1
52) CCCCSc1nnc(-c2ccccc2N)c(=O)[nH]1
53) Cc1ccc(-c2nnn3c2nc(NC(C)C)c2ccccc23)cc1
54) O=C(Nc1ccc(F)cc1F)c1csc(-c2cccs2)n1
55) C[C@H]1CN([C@@H](C)CO)C(=O)CCCn2cc(nn2)CO[C@H]1CN(C)Cc1ccccc1C(F)(F)F
56) CCCOc1ccc(N2C(=O)CC(N(CCCO)C(=O)CC)C2=O)cc1 (stereo not drawn)
57) Cc1cccc(C(=O)NCCNC(=O)c2cccnc2)c1
assay / entry,49,50,51,52,53,54,55,56,57
EWS-Fli block,-2,10,-11,-90,-11,-51,4,-6,2
F508del corr,-1.0,0.9,-1.5,0.8,2.8,-2.1,-2.3,0.9,-1.5
DENV2 CPE rescue,2,-4,-12,-3,-3,6,-7,?,0
INS-1E GSIS act,-14,12,0,1,10,13,-7,3,-6
miR122 inh,11[16.7 µM],0,0[16.7 µM],nt,7,nt,-2[16.7 µM],nt,1
FN deposition inh,-6,-11,nt,nt,9,2,-17,4,0
PAX8 inh HTS,nt,1,6,nt,13,-40,nt,18,6
